Screening data from PubChem BioAssay.
BLM inh = Bloom syndrome helicase (human) inhibition. P54132. recombinant BLM DNA unwinding, fluorescence dequenching. Potency, µM (highest dose often 56.1 µM), inactives show top-dose activity change, negative = inhibition, hits mostly inhibitors. 350,000 compounds, 0.2% hits;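 note: plate controls were vehicle for no effect and no enzyme for full effect; nearly all actives have a fitted effect of over 35% in size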
Pol iota inh = DNA polymerase iota (human) inhibition; Q9UNA4; Pol iota fluorescent replication assay, 10 min; Potency, µM (highest dose often 115 µM), inactives show at the highest dose activity, negative = inhibition, most hits filed as inhibitors; 390,000 compounds, 1% hits; AID 588590
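Fluorescent replication assay read twice, at 0 min and 10 min after adding 50 nM (final) substrate. Enzyme (10 nM) and compounds were first incubated 15 min at room temperature; enzyme-free buffer wells were negative controls.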
Pol beta inh = inhibitors of human DNA polymerase beta; Pol beta primer extension/strand displacement, fluorescence kinetic; Potency, µM (highest dose often 114 µM), without a hit: top-dose activity change, negative = inhibition, actives largely listed as inhibitors; 340,000 compounds, 1.3% hits; AID 485314; note: % is set by controls: 0 for no effect and ±100 for the full control effect
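Kinetic readout of DNA synthesis with strand displacement by Pol beta. Compound and 10 nM enzyme sit 15 min at room temperature; 50 nM substrate starts the reaction, read immediately and at 10 min.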
APE1 inh = APE1 (human) endonuclease inhibition. P27695. recombinant APE1, TAMRA/BHQ-2 abasic DNA cleavage fluorescence. Potency, µM (titrated, usually from 65.8 µM), for inactives: at the top dose activity change, negative = inhibition, hits mostly inhibitors. 350,000 compounds, 0.35% hits. AID 2517;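 note: plate controls were vehicle for no effect and reference inhibitor for full effect; nearly all actives have a fitted effect of over 55% in size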
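Activity was derived from the fluorescence gain between first and third kinetic reads (60 s intervals, ex 525/em 598 nm) after 50 nM THF-abasic TAMRA/BHQ-2 duplex was added to 0.75 nM APE1 preincubated 15 min with compound.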
JMJD2A Tudor = blocks the human JMJD2A Tudor domain | O75164 | AlphaScreen JMJD2A-Tudor / H3K4me3 peptide binding | Potency, µM (titrated, usually from 114 µM), for inactives: at the top dose activity change, negative = inhibition, actives largely listed as inhibitors | 390,000 compounds, 4.4% hits; note: % is set by controls: 0 for no effect and ±100 for the full control effect; nearly all actives have a fitted effect of over 50% in size
Pol kappa inh = inhibitors of human DNA polymerase kappa; 400,000 compounds, 0.53% hits; Potency, µM (series often up to 107 µM), for inactives: at the highest dose activity, negative = inhibition, usual class: inhibitors; purified Pol kappa, fluorescent DNA synthesis assay, 10 min; Q9UBT6; note: % is set by controls: 0 for no effect and ±100 for the full control effect
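Kinetic fluorescence readout at 0 and 10 min followed reaction start with substrate at 50 nM final. Beforehand, enzyme (10 nM Pol kappa) stood 15 min with compound at room temperature; buffer-only wells were negative controls.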
BAZ2B block = BAZ2B (human) inhibition; 360,000 compounds, 4.4% hits; Potency, µM (series often up to 114 µM), without a hit: at the highest dose activity change, negative = inhibition, usual class: inhibitors; AlphaScreen BAZ2B-H3K14Ac peptide displacement; AID 504333; Q9UIF8; note: % is set by controls: 0 for no effect and ±100 for the full control effect; nearly all actives have a fitted effect of over 60% in size
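In this displacement format the biotinylated H3(5-23) peptide acetylated at Lys14 serves as ligand at 50 nM, with BAZ2B at 50 nM in PBS pH 7.4 containing 0.01% Tween-20. Donor and acceptor beads are 10 ug/mL final.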
Pol eta inh = inhibitors of human DNA polymerase eta; recombinant Pol eta, fluorescent DNA replication assay; Potency, µM (top dose mostly 114 µM), for inactives: at the highest dose activity change, negative = inhibition, actives largely listed as inhibitors; AID 588591; 390,000 compounds, 1.2% hits; note: % is set by controls: 0 for no effect and ±100 for the full control effect
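Pol eta at 10 nM preincubated with compounds 15 min at room temperature; reaction started with fluorescent substrate (50 nM final) and read kinetically at 0 and 10 min.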
G9a block = inhibitors of human histone lysine methyltransferase G9a; AID 504332; G9a H3K9 monomethylation, AlphaScreen, 2 h; Potency, µM (highest dose often 102 µM), without a hit: top-dose activity, negative = inhibition, usual class: inhibitors; 350,000 compounds, 8.8% hits; Q96KQ7; note: % is set by controls: 0 for no effect and ±100 for the full control effect; nearly all actives have a fitted effect of over 75% in size
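Chemiluminescent proximity detection of H3K9 monomethylation, read after 10 min bead incubation in the dark. Reaction: 20 nM G9a, 500 nM biotin-H3K9 peptide, 20 uM SAM cofactor, 2 h, room temperature, following 15 min enzyme-compound preincubation.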
* hit, by the source's call; ? = inconclusive; . = no result given; [ ] = another dose, or the depositor's remark. Calls come from the whole dose curve; as a rule, active = well fitted curve in the direction sought with a large enough effect; inconclusive = small, poorly fitted or top-dose-only effect, or another doubt; inactive = no such curve, though single readings can be large; an effect the other way counts as inactive or inconclusive. Potency is the fitted concentration of half-maximal effect. This is a subset. The share of hits here may be higher or lower than overall.

Second line of a record – BAZ2B block	Pol eta inh	Pol iota inh	BLM inh	Pol beta inh	JMJD2A Tudor	APE1 inh	Pol kappa inh	G9a block
COc1ccc(NC(=O)c2ccco2)cc1NC(=O)c1cccc(OC(C)C)c1
  -34%	-19%	19%	1%	5%	-22%	-10%	-12%	1%[0.501 µM]
Cc1ccc(-n2c(SCC(=O)Nc3ccc4c(c3)OCO4)nnc2-c2cccs2)cc1
  11%	-8%	?	-4%	0%	56µM*	14%	-9%	?
Cc1ccc(OCCn2cc(/C=C/C(=O)O)c3ccccc32)cc1
  -13%	-21%	-8%	1%	3%	-12%	-3%	6%	24%
O=C(NC1CCCCCCC1)c1ccc(CNc2c(N3CCOCC3)c(=O)c2=O)cc1
  7%	-15%	23%	-2%	-9%	-13%	?	-3%	14%
Cc1cccc(OCCC(=O)Nc2c(C)n(C)n(-c3ccccc3)c2=O)c1
  -17%	-3%	-19%[58.9 µM]	-1%	-12%	3%	-5%	-5%	-25%[12.7 µM]
N/C(=N\OC(=O)c1ccccc1Br)c1ccc([N+](=O)[O-])cc1
  -21%	?	-3%	-13%	-7%	-3%	10%	-2%	4%
CC(=O)c1ccc(N2CCN(Cc3cc(=O)n4c(-c5ccccc5)csc4n3)CC2)cc1
  .	-17%	?	.	.	-29%	.	-24%	.
COc1ccc(-c2cc(C(=O)NC3=NCCS3)c3ccccc3n2)cc1OC
  0%	-15%	31%[activator]	-2%	-12%	-10%	-5%	-6%	21%
Fc1ccc(-[n+]2nc(Nc3ccccc3)sc2-c2ccc(OCc3ccccc3)cc2)cc1
  ?	5%	-21%	-1%	5%	89µM*	6%	-12%	.
O=C(CN1CCN(S(=O)(=O)c2ccccc2)CC1)NC1CC1
  -2%	-14%	-17%	0%	35%	10%	7%	-2%	.
Cc1ccc(NC(=O)c2c(C)oc3ncn(C)c(=O)c23)cc1F
  -1%	-23%	12%	-4%	-3%	-4%	.	-7%[60.1 µM]	-3%[59 µM]
COc1ccc(NC(=S)N2CCCC(CO)C2)c(OC)c1 (stereo unspecified)
  -1%	-4%	39%[activator]	6%	2%	-1%	4%	-6%	-14%
O=[N+]([O-])c1ccc(C=Nc2cccc3ccccc23)s1
  16µM*	?	?	-5%	?	40µM*	?	-13%	10µM*
COc1ccc(C)cc1S(=O)(=O)NC(C)c1cnn(-c2ccccn2)c1C (stereo unspecified)
  .	-14%	-12%	.	.	-4%	.	-5%	.
Cc1nc2ccccn2c1C(=O)CSc1ccccc1
  -15%	-11%	-10%	-6%	-11%	-5%	-3%	4%	4%
CN(C)S(=O)(=O)c1ccc(Cl)c(-c2nnc3n2CCCCC3)c1
  -22%	-13%	24%	0%	7%	1%	4%	-1%	13%
COc1ccc(-c2sc3ccc(N4CCOCC4)cc3c2C#CC(C)(C)O)cc1
  50µM*	-25%	39%[activator]	.	.	?	18%	0%	-2%[0.501 µM]
COc1ccc(C(=O)CC(=O)C(=O)Nc2ccc(Cl)cc2)cc1
  -17%	-13%	?	-1%	-1%	-31%	-12%	-16%	15%
c1ccc(NCCC2OCC3(CO2)COC(CCNc2ccccc2)OC3)cc1 (stereo unspecified)
  .	-4%	16%	.	.	?	.	-4%	.
Cn1c(CCc2ccccc2)nnc1SCC(=O)N1CCOCC1
  -2%	-10%	7%	0%	-25%	-13%	3%	-13%	9%[59 µM]

Some entries already given with just APE1 inh:
canonical_smiles	APE1 inh
Cc1nc2ccccn2c1C(=O)CSc1ccccc1	-3%
Fc1ccc(-[n+]2nc(Nc3ccccc3)sc2-c2ccc(OCc3ccccc3)cc2)cc1	6%

(list continues)
Second line of a record – BAZ2B block	Pol eta inh	Pol iota inh	BLM inh	Pol beta inh	JMJD2A Tudor	APE1 inh	Pol kappa inh	G9a block
CCC(=O)Nc1cccc(-c2cn3c(C)csc3n2)c1
  -9%	-2%	-2%	-2%	-3%	-13%	.	-11%[60.1 µM]	-5%[59 µM]
CCOC(=O)CNC(=O)CSc1nnc(-c2ccccc2OC)n1CC
  ?	-12%	?	1%	2%	0%	3%	-22%	?
O=C(c1ccc(NC2=NC3CS(=O)(=O)CC3S2)cc1)N(CCO)Cc1ccccc1 (stereo unspecified)
  -4%	-10%	-3%	0%	-20%	1%	47%[activator]	-3%	34%[activator]
COn1c(-c2ccccc2)nc2c1CCc1nonc1-2
  6%	-3%	11%	0%	20%	7%	-1%	-3%	47%[12.7 µM]
COCCN1C(=O)N[C@@H](c2ccccc2)[C@H](C(=O)OC)[C@H]1C
  .	-16%	41%[activator]	-1%[12.4 µM]	.	-1%	-2%[12.4 µM]	-7%	.
O=C(CSc1nc2ccc(Cl)cc2[nH]1)Nc1ccc2c(c1)CCC2
  15%	-12%	-19%	-1%	-10%[57.1 µM]	-12%	-2%	-1%	-13%
NC(=O)C[C@@H]1N[C@]2(C(=O)Nc3ccccc32)[C@@H]2C(=O)N(c3cc(C(F)(F)F)ccc3Cl)C(=O)[C@H]12
  -2%	3%	-3%	2%	?	-19%	-2%	10%	50µM*
COc1ccc(-c2cc(C(=O)Nc3ccc(OC)cc3OC)no2)cc1
  -4%	1%	-14%	-3%	36%	-13%	1%	2%	8%[0.501 µM]
CCC(CC)NC(=O)c1cccc([N+](=O)[O-])c1C
  3%	-8%	19%	-2%	10%	1%	0%	-12%	?
COc1ccc2c(c1)[nH]c1c(=O)n(CCCn3ccnc3)cnc12
  -9%	-12%	9%	4%	35%	-16%	1%	-14%	31%[12.7 µM]
O=C(c1cc(-c2ccc(Cl)cc2)on1)N1CCOCC1
  0%	6%	13%	-1%	-8%	-13%	1%	-2%	3%[12.7 µM]
CC(=O)Nc1ccccc1C(=O)C(=O)Nc1ccc(F)c(Cl)c1
  -18%	-7%	14%	-9%	3%	-10%	8%	7%	21%
CCOC(=O)c1cc(S(=O)(=O)NCC2CCN(Cc3cccc(C)c3)CC2)cn1C
  -13%	-6%	1%	-1%	-1%	-21%	-10%	-14%	.
Cc1ccsc1/C=N/N1CCN(c2ccccn2)CC1
  40µM*	-12%	37%[activator]	-1%	12%	63µM*	-3%	-5%	50µM*
COc1ccccc1NC(=O)C1=C(C)Nc2nc(SCc3cccc(F)c3)nn2C1c1ccc(C(=O)O)cc1 (stereo unspecified)
  50µM*	13%	-2%	-2%	2%	-17%	6%	7%	8%[12.7 µM]
CNC(=O)C(=O)Nc1ccc(C)cc1C
  -2%	-23%	35%[activator]	-2%	3%	-9%	2%	-7%	.
Cc1ccc(S(=O)(=O)CCN2CCC(O)(c3ccccc3)CC2)cc1
  -1%	-20%	-10%	-1%	4%	4%	60%	4%	16%
CC(=O)c1cc(Cl)ccc1OCC(=O)Nc1cccc(S(=O)(=O)N2CCCC2)c1
  21%	-25%	?	.	.	1%	-3%	-4%	7.1µM*
CCn1c(N2CCN(C(c3ccccc3)c3ccccc3)CC2)nc2c1c(=O)[nH]c(=O)n2C
  .	-13%	0%	.	.	9%	.	4%	.
CSCC[C@H](NC(=O)OC(C)(C)C)c1nnc(SCC(=O)Nc2ccc(C)cc2C)o1
  -9%	-20%	14%	-1%	8%	-25%	-6%	-10%	-2%
O=C(NCc1ccncc1)c1cccc(S(=O)(=O)N2CCc3ccccc32)c1
  5%	-12%	5%	.	.	-18%	5%	-1%	-4%[12.7 µM]
Cc1cccc(C2c3[nH]c4ccccc4c3CCN2C(=O)Cc2n[nH]c(C)n2)n1 (stereo unspecified)
  -3%	-5%	10%	-3%	5%	-21%	-3%	-10%	-20%
COc1ccc(-n2nnnc2C2CCN(S(=O)(=O)c3cc(Cl)ccc3OC)CC2)cc1
  -9%	-15%	20%	-6%	11%	-8%	.	4%	-4%[59 µM]
CCC(C)[C@H](NC(=O)Nc1cccc(Cl)c1)C(=O)O (stereo partly specified)
  9%	-6%	14%	-1%	4%	9%	2%	-2%	21%
Cc1nn(Cc2ccc(C(=O)N3CCOCC3)o2)c(C)c1Br
  3%	-21%	-3%	4%	-10%	7%	0%	-8%	-18%[59 µM]
Cc1c(C(=O)Nc2ccccc2)cnn1-c1ccccc1
  .	-13%	-11%[58.9 µM]	.	.	9%	.	-11%	.
O=C(O)c1cccc2c1C(=O)N(c1ccccc1)C2
  -3%	-9%	8%	-3%	-1%	-5%	2%	2%	47%[0.501 µM]
CCN(C(=O)C1CCCN(c2nc(-c3ccc(OC)cc3)no2)C1)c1ccc(OC)cc1 (stereo unspecified)
  -22%	-22%	37%[activator]	-7%	20%	-17%	9%	-3%	13%
C[C@H](CO)N1C[C@H](C)[C@@H](CN(C)Cc2ccc(Cl)c(Cl)c2)Oc2c(NC(=O)CCC(F)(F)F)cccc2C1=O
  .	-16%	?	.	.	?	-26%	-21%	.
O=S(=O)(N1CCOCC1)N1CCN(c2ccccc2F)CC1
  -3%	4%	8%	-5%	2%	-6%	-4%	-4%	1%
COc1ccc(N2C(=O)CC(N(CCc3ccccc3)C(=O)c3ccccc3)C2=O)cc1 (stereo unspecified)
  17%	-18%	135%[activator]	1%	-1%	-5%	-1%	-2%	?
Cc1ccc(C(NC(=O)NN2CCN(C)CC2)C(Cl)Cl)cc1F (stereo unspecified)
  2%	-8%	41%[activator]	-2%	7%	-1%	49%	-1%	-19%
COc1cccc(-c2nc(CS(=O)(=O)CC(=O)NCc3cccc(Cl)c3)c(C)o2)c1
  -15%	2%	-9%	-2%	46%	-11%	.	-11%	-19%[59 µM]
COc1cc(C(=O)O/N=C(\N)c2ccncc2)cc(OC)c1OC
  -1%	5%	-21%	3%	32%	-8%	-2%	-8%	2%[59 µM]
O=Cc1ccc(N2Cc3ccccc3C2)cc1
  -5%	-16%	-19%	2%	6%	-13%	-5%	-20%	.
COc1cc(/C=C/C(=O)OCC(=O)NCCCc2ccccc2)cc(OC)c1OC
  .	-16%	27%	.	.	3%	8%	-14%	.
O=C(CNC1C(=O)Nc2ccccc21)Sc1ccccc1 (stereo unspecified)
  5%	4%	22%	2%	7%	-6%	?	-4%	-31%[12.7 µM]
Cc1ccc2c(c1)C(c1ccncc1)=NNC(c1ccc(F)cc1)=N2
  ?	5%	56%[activator]	-1%	0%	-27%	11%	-10%	-1%
